p53 reactivator = re-activators of mutant p53; H1299 p53-A138V BP100-luciferase reporter, luminescence, 24 h; Potency, µM (highest dose often 92.2 µM), for the others: top-dose activity change, positive = activation, actives largely listed as activators; 320,000 tested, 0.063% active; further: potency means the concentration at half of the fitted maximal effect; % of control where 0% means no effect; nearly all actives have a fitted effect of over 45% in size
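H1299 (p53-null), stable ts p53-A138V + BP100-Luc; 1000 cells/well, Opti-MEM/10% FBS; cpd 4 pt, 1:5; 24 h, 37 deg C, 5% CO2; detection reagent 10 min RT; luminescence.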
ELG1 genotox = genotoxicity induction in ELG1-luciferase HEK293T cells; HEK293T ELG1-luciferase reporter, luminescence, 16 h; Potency, µM (series often up to 46 µM), for the others: at the highest dose activity change, positive = activation, usual class: activators; 330,000 tested, 1.3% active; AID 504466; further: potency means the concentration at half of the fitted maximal effect; % of control where 0% means no effect; nearly all actives have a fitted effect of over 60% in size
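Step 1: seed 2,000 HEK293T ELG1-luciferase cells per well. Step 2: add compound or DMSO, incubate 16 hr at 37 °C. Step 3: ONE-Glo, 30 min at room temperature, read luminescence.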
Gal4-VP16 FLuc = counter-screen for ROR gamma inhibitors: Gal4-VP16 reporter; Drosophila S2 Gal4-VP16 UAS-luciferase, luminescence, 20 h; Potency, µM (highest dose often 53.6 µM), for the others: at the top dose activity, negative = inhibition, most hits filed as inhibitors; 310,000 tested, 3.5% active;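 further: Gal4-VP16 expression switched on by copper sulfate through the metallothionein promoter; potency means the concentration at half of the fitted maximal effect; on the % scale 0 is the no-effect control and ±100 the full control effect; nearly all actives have a fitted effect of over 50% in size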
RORg inh = blocks mouse ROR gamma transcriptional activity; P51450; Drosophila S2 Gal4-RORgamma UAS-luciferase reporter, 20 h; AID 2551; Potency, µM (highest dose often 53.6 µM), for inactives: at the top dose activity change, negative = inhibition, hits mostly inhibitors; 310,000 tested, 5.4% active; further: potency means the concentration at half of the fitted maximal effect; on the % scale 0 is the no-effect control and ±100 the full control effect; nearly all actives have a fitted effect of over 60% in size
Target sequence (P51450 whole entry, looked up, the tested form may be a part): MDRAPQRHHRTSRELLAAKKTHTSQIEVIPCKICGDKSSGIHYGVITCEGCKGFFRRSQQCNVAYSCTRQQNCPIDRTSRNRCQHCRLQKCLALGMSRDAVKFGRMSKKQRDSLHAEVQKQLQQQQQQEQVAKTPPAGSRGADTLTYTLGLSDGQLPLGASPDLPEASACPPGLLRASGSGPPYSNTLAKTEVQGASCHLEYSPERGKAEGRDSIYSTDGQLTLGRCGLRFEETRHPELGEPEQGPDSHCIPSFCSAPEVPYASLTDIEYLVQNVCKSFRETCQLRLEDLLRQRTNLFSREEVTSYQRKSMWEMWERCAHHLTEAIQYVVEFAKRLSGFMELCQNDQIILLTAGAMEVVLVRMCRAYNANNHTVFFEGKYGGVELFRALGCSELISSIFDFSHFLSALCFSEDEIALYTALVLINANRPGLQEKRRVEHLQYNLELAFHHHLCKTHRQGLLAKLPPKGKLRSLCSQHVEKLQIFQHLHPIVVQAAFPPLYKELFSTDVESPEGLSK
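Compounds are pin-transferred onto Drosophila Schneider cells expressing a copper-inducible Gal4–ROR gamma transactivation domain fusion. After 1 hr, copper sulfate is added to 700 uM final; luciferase is read 20 hr later.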
TRPV1 ag = activates the human vanilloid receptor TRPV1; activation, % at 8.33 µM; 320,000 tested, 0.19% active; TRPV1-expressing cells, Fluo-8 calcium influx, agonist mode; Q8NER1; in the data active means activation above about 80%; inconclusive means between about 30% and that limit; further: 0% is about no effect
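Cells expressing TRPV1 were dye-loaded with Fluo-8 and read kinetically: 10 s baseline, 3 min after compound (agonist portion), then 2 min after EC20 capsaicin (allosteric enhancer portion). Calcium-bound dye fluorescence at 480/520 nm.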
NPC1 prom act = NPC1 promoter activation. Potency, µM (doses to about 9.22 µM), inactives show top-dose activation, actives largely listed as activators. AID 485313. Huh7 NPC1 promoter luciferase reporter, 24 h. 320,000 tested, 2.4% active;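 further: potency means the concentration at half of the fitted maximal effect; % of control where 0% means no effect; nearly all actives have a fitted effect of over 60% in size; reporter is driven by a mutant NPC1 promoter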
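Luciferase expression driven by the NPC1 promoter was measured in stably transfected Huh7 cells after a 24 h compound incubation, using a luciferase reagent and a luminescence read.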
BRCA1 expr act = increases BRCA1 expression | MCF7-BRCA1-FFLuc reporter, luminescence, 48 h; response scale: scaled: vehicle 0%, 10 µM genistein 100% | AID 624202 | Potency, µM (doses to about 46.1 µM), for inactives: at the top dose activation, most hits filed as activators | 380,000 tested, 1.1% active; further: potency means the concentration at half of the fitted maximal effect; nearly all actives have a fitted effect of over 80% in size; some results filed as inactive show a strong effect at the top dose
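MCF7-BRCA1-FFLuc cells, 2000/well in phenol-red-free MEM, attached 2 h then treated 48 h at 37 C. Luciferase luminescence read 15 min after reagent; normalized to genistein maximum activation (10microM) and DMSO, concentration-response fitted.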
Tb PFK block = T. brucei PFK enzyme inhibition; T. brucei PFK, ADP-Glo luminescence; O15648; 330,000 tested, 0.17% active; Potency, µM (highest dose often 57.5 µM), for inactives: at the highest dose activity, negative = inhibition, most hits filed as inhibitors;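 further: potency means the concentration at half of the fitted maximal effect; 0% = uninhibited 1x PFK enzyme wells and -100% = no-enzyme wells; nearly all actives have a fitted effect of over 60% in size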
Target sequence (O15648 whole entry, looked up): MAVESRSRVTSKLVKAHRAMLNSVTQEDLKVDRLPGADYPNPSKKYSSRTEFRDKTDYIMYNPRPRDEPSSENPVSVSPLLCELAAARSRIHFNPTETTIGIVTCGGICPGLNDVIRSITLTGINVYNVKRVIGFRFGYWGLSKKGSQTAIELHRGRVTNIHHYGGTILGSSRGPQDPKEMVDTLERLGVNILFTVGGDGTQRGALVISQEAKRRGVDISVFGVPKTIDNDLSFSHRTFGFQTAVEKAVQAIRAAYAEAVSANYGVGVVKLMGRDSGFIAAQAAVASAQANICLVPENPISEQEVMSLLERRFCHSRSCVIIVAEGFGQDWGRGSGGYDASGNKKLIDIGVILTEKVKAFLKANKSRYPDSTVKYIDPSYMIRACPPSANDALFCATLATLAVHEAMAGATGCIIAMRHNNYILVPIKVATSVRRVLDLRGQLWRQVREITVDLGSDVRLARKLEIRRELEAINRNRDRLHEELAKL
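Luminescent ADP detection (ADP-Glo, two-step: ATP depletion then ADP-to-ATP conversion for luciferase) reported PFK activity after 45 min room-temperature reaction of 1.25 nM enzyme with 0.5 mM F6P and 0.1 mM ATP at pH 8.0.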
Rab9 promoter act = Rab9 promoter activation. Huh7 Rab9 promoter-luciferase reporter, luminescence, 24 h. Potency, µM (titrated, usually from 9.22 µM), for inactives: top-dose activation, negative = inhibition, actives largely listed as activators. 320,000 tested, 2.8% active; further: potency means the concentration at half of the fitted maximal effect; % of control where 0% means no effect; nearly all actives have a fitted effect of over 60% in size
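Quantitative HTS format; Huh7 Rab9-luciferase reporter cells (1500/well) receive compound 2 h post-plating, incubate 24 h at 37 °C, then get luciferase reagent for 10 min before luminescence reading.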
FLuc modulator = inhibits or activates purified firefly luciferase, miR-21 counter-screen; Potency, µM (doses to about 57.5 µM), without a hit: top-dose activity change, negative = inhibition, usual class: inhibitors; AID 588342; P08659; purified FLuc, Km substrates, luminescence inhibition; 360,000 tested, 6.9% active;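 further: potency means the concentration at half of the fitted maximal effect; plate controls were vehicle for no effect and reference inhibitor for full effect; nearly all actives have a fitted effect of over 55% in size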
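Biochemical qHTS of compounds, final roughly 60 µM downward over six points, against 10 nM purified firefly luciferase using Km concentrations of substrates (10 uM D-luciferin, 10 uM ATP) in Tris acetate pH 7.5 buffer; luminescence output.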
ELG1 DNA repair = blocks ELG1-dependent DNA repair in HEK293T cells | HEK293T ELG1-luciferase reporter, luminescence, 16 h; DNA damage induced by 5-fluorouridine | Potency, µM (doses to about 46.1 µM), for inactives: top-dose activity change, negative = inhibition, actives largely listed as inhibitors | 330,000 tested, 2.3% active; further: potency means the concentration at half of the fitted maximal effect; on the % scale 0 is the no-effect control and ±100 the full control effect; nearly all actives have a fitted effect of over 55% in size
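HEK293T cells expressing luciferase-tagged ELG1 (2,000/well) received 5-Fluorouridine plus compound or DMSO for 16 hr at 37 °C. Luciferase was read by ONE-Glo luminescence after 30 min at room temperature.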
* = called active by the depositor; ? = inconclusive; nt = not tested or not shown; & = joins results of further samples; [ ] = remark or other dose. Unless noted, the call rests on the fitted dose curve; in most records, active means well fitted curve in the direction sought with a large enough effect; inconclusive means small, poorly fitted or top-dose-only effect, or another doubt; inactive means no such curve, though single readings can be large; an effect the other way counts as inactive or inconclusive.

No.	smiles	p53 reactivator	ELG1 genotox	Gal4-VP16 FLuc	RORg inh	TRPV1 ag	NPC1 prom act	BRCA1 expr act	Tb PFK block	Rab9 promoter act	FLuc modulator	ELG1 DNA repair
1	COc1ccc(CC(=O)Nc2ccc(N3CCN(c4ccc(OC)cc4)CC3)c(C#N)c2)cc1	5%	4%	?	?	3	-1%	-14%	1%	0%	6%	-27%
2	COc1cc(/C=C2/NC(=O)NC2=O)ccc1OCC(=O)Nc1ccc(F)cc1	-4%	8%	-9%	3%	-3	-1%	-24%	3%	-6%	-2%	7%
3	CNC(=S)NCCc1ccc(OC)cc1	16%	2%	6%	?	5	-2%	1%	-9%	-7%	0%	5%
4	Cc1cc(O)c(C(=O)/C=C/c2ccccc2O)c(=O)o1	6%	-3%	9%	-9%	-3	2%	-72%	-1%	2%	-8%	-3%
5	O=C(Nc1cccc(Cl)c1)c1nc[nH]c1C(=O)N1CCc2ccccc2C1	-6%	5%	nt	nt	2	-2%	-26%	0%	-1%	-1%	-7%
6	O=S1(=O)N=C(N/N=C/c2ccc(Br)o2)c2ccccc21	-1%	0%	14µM*	6.3µM*	4	1%	1%	5%	-1%	?	-7%
7	CCCn1c(N)c(C(=O)CSc2nc3ccccc3c(=O)n2-c2ccc(OC)cc2)c(=O)[nH]c1=O	-1%	-5%	-12%	3%	-1	1%	29%	0%	12%	-10%	19%
8	CCOc1cc(C)c(S(=O)(=O)N2CCCC2)cc1C	-9%	-1%	2%	-13%	10	-3%	-25%	-5%	-2%	1%	-1%
9	CC(C)C(C(=O)Nc1ccc(S(N)(=O)=O)cc1)N1C(=O)c2ccccc2C1=O (centres undefined)	3%	-2%	-7%	3%	0	-2%	-12%	2%	0%	-1%	-3%
10	Cc1ccc(Nc2nnc(SCC(=O)NCC3CCCO3)s2)cc1C (centres undefined)	18%	8%	nt	nt	nt	nt	25%	0%	nt	nt	0%
11	CCCn1c(SCC(=O)Nc2nnc(CC)s2)nnc1-c1ccncc1	1%	0%	-17%	11%	1	-4%	3%	-21%	1%	5%	-6%
12	Cc1ccc(Cl)cc1NC(=O)N(C)CCO	-6%	0%	-1%	17%	-3	1%	4%	-13%	2%	-1%	0%
13	O=c1c(Br)c(N2CCCCC2)cnn1-c1ccccc1	?	?	?	-31%	8	3.5µM*	99%	-4%	2µM*	15µM*	?
14	Cc1cccc(CNC(=O)c2ccccc2N)c1	?	?	11%	?	25	1%	58%	17%	-1%	-10%	?
15	COc1ccc(Oc2nc3ccccc3n3cccc23)cc1	8%	-8%	-8%[0.365 µM]	-24%	10	4%	-35%	-2%	0%	2%	15%
16	Cn1c(=N)n(CC(=O)c2ccc(Cl)c(Cl)c2)c2ccccc21	-2%	?	?	?	22	?	-50%	-23%	?	0.38µM*	?
17	Cc1nc(NC(=O)c2ccncc2)sc1C(=O)N(C)C	-1%	4%	-1%	-10%	4	3%	-2%	8%	17%	?	7%
18	O=Cc1ccccc1OCCOc1ccccc1C=O	?	?	?	-13%	1	0%	-46%	-2%	3%	24µM*	?
19	CCOc1ccc(Cl)cc1S(=O)(=O)N1CCCC1	-6%	-5%	0%	25%	3	1%	1%	5%	-2%	5%	3%
20	COc1ccccc1C1CC(c2ccc(C)cc2)Nc2ncnn21 (centres undefined)	?	-1%	-29%	-40%	5	0%	-19%	-7%	-2%	4%	4%
21	O=C(Nc1ccc2c(c1)OCO2)c1cncc(Br)c1	?	6%	-10%	16%	22	?	10µM*	-6%	?	27µM*	?
22	Cc1ccc2ccccc2c1NC(=O)c1ccco1	-1%	-1%	3%	-9%	-2	-10%	1%	3%	-27%	-2%	10%
23	COc1ccc(NC(=O)COC(=O)/C=C/C(=O)OCC(=O)Nc2ccc(OC)c(Cl)c2)cc1Cl	5%	13%	-25%	19%[10 µM]	1	2%	-51%	0%	-3%	-2%	22%
24	COc1ccc(NC(=O)NCCN2CCc3ccccc3C2)cc1	-1%	0%	3%	-2%	0	2%	2%	-15%	-7%	1%	3%
25	COC(=O)Nc1ccc(S(=O)(=O)N2CCCCCC2)cc1	4%	1%	-3%	33%	15	-3%	-48%	0%	-1%	0%	-6%

Seven entries picked at random from the list so far, as already listed:
No.	smiles	p53 reactivator	ELG1 genotox	Gal4-VP16 FLuc	RORg inh	TRPV1 ag	NPC1 prom act	BRCA1 expr act	Tb PFK block	Rab9 promoter act	FLuc modulator	ELG1 DNA repair
11	CCCn1c(SCC(=O)Nc2nnc(CC)s2)nnc1-c1ccncc1	1%	0%	-17%	11%	1	-4%	3%	-21%	1%	5%	-6%
20	COc1ccccc1C1CC(c2ccc(C)cc2)Nc2ncnn21 (centres undefined)	?	-1%	-29%	-40%	5	0%	-19%	-7%	-2%	4%	4%
22	Cc1ccc2ccccc2c1NC(=O)c1ccco1	-1%	-1%	3%	-9%	-2	-10%	1%	3%	-27%	-2%	10%
5	O=C(Nc1cccc(Cl)c1)c1nc[nH]c1C(=O)N1CCc2ccccc2C1	-6%	5%	nt	nt	2	-2%	-26%	0%	-1%	-1%	-7%
23	COc1ccc(NC(=O)COC(=O)/C=C/C(=O)OCC(=O)Nc2ccc(OC)c(Cl)c2)cc1Cl	5%	13%	-25%	19%[10 µM]	1	2%	-51%	0%	-3%	-2%	22%
15	COc1ccc(Oc2nc3ccccc3n3cccc23)cc1	8%	-8%	-8%[0.365 µM]	-24%	10	4%	-35%	-2%	0%	2%	15%
14	Cc1cccc(CNC(=O)c2ccccc2N)c1	?	?	11%	?	25	1%	58%	17%	-1%	-10%	?

Additional results:
No.	smiles	p53 reactivator	ELG1 genotox	Gal4-VP16 FLuc	RORg inh	TRPV1 ag	NPC1 prom act	BRCA1 expr act	Tb PFK block	Rab9 promoter act	FLuc modulator	ELG1 DNA repair
26	CC(C)COC(=O)Nc1ccccc1C(=O)N1CCOCC1	-4%	0%	?	-20%	2	1%	3%	-1%	2%	-2%[2.3 µM]	-3%
27	O=C(Nc1nnc(-c2cccs2)s1)c1cccc(F)c1	12%	?	-9%	?	12	1.8µM*	7%	2%	0.89µM*	?	?
28	N#CCCN(C(=O)CO/N=C/c1cccc([N+](=O)[O-])c1)c1ccccc1	5%	-4%	11%	-11%	0	-13%	-5%	3%	9%	1%	-2%
29	C=CCN1C(=O)/C(=C2/Sc3ccccc3N2CCCS(=O)(=O)O)SC1=S	-1%	-2%	4%	-2%	1	0%	25%	?	4%	?	1%
30	CN(CCO)c1nc(N)c(C#N)c(CC#N)c1C#N	-2%	-1%	0%	-3%	3	1%	14%	6%	0%	-1%	3%
31	Cc1c(CN2CCC(CO)(CCOc3ccccc3)CC2)c(=O)n(-c2ccccc2)n1C	0%	3%	-3%	1%	-2	-2%	-17%	-1%	-6%	-1%	12%
32	Cc1ccc(NC(=S)N2CCCC2)cc1	-1%	11%	27%	1%	7	22%	?	3%	29%	?	?
33	CCOC(=O)CSc1ccc2nnc(CCNS(=O)(=O)c3ccccc3)n2n1	4%	1%	2%	0%	-2	-2%	-17%	3%	-9%	1%&-6%	19%
34	CCOc1ccccc1N1CC(C(=O)N2CCc3ccccc3C2)CC1=O (centres undefined)	-8%	0%	1%	1%	-4	1%	-6%	0%	0%	-1%	-6%
35	C=C(C)C(=O)Nc1cccc(C2=NOC3(C2)C[C@H](C(N)=O)N(C(=O)CC)C3)c1 (some centres undefined)	1%	0%	-2%	-7%	-4	-3%	-11%	?	1%	-1%	4%
36	O=C1c2ccccc2-c2nc3ccccc3n21	?	11%	-7%	-39%	-2	30%	70%&28%	-3%	?	15µM*	?
37	CCCCN1CN=C(Nc2nc3ccccc3o2)NC1	?	?	-4%	-29%	-3	?	?	3%	3.5µM*	?	?
38	O=C(CCc1ccccc1)N/N=C/c1cc(Br)ccc1O	?	20%	-13%	2%	-4	0%	-93%	1%	-6%	0%	3%
39	CCOC(=O)c1sc(/N=C/c2c(C)[nH]n(-c3ccccc3)c2=O)c(C#N)c1C	-1%	0%	2%	19%	-2	-3%	nt	-4%	0%	0%	?
40	N/C(=N\N=C\c1ccc(O)c(O)c1)c1nonc1N	21%	?	?	10µM*	2	?	?	1%	?	15µM*	?
41	CCOC(=O)c1noc(C)c1C(=O)Nc1cccc(F)c1	8%	0%	-7%	-5%	1	0%	14%	0%	1%	-14%	8%
